High-throughput results deposited in PubChem by several laboratories.
P. falciparum M1AAP: P. falciparum M1AAP inhibitors, biochemical, fluorogenic H-Leu-NHMec substrate, 1536-well (AID 1445). recombinant M1AAP, H-Leu-NHMec fluorogenic kinetic assay; higher % means a stronger effect. inhibition, % at 30 µM; hits with a dose series show IC50 in µM. 0.42% of 220,000 active;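 active means primary inhibition above the hit cutoff, then over 50% inhibition at one or more dose response concentrations, cut at about 23% in these data, passing the limit was not always enough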;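 further: plate controls were DMSO full reaction for no effect and no enzyme background for full effect; strong numbers were not always called active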
Lipid droplet: hepatic lipid droplet formation modulation | AML12 mouse hepatocytes, oleate lipid droplets, BODIPY imaging | inhibition, % at 6.5 µM | 0.4% of 240,000 active;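 active means lipid droplet intensity inhibited by at least 50%, with more than 500 cells counted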
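Assay system: AML12 hepatocytes (mouse) / Also added: 100 µM oleic acid challenge / Times: overnight treatment with compound plus oleate / Detection: high-content imaging of BODIPY-stained droplets and DAPI nuclei / Evaluation: % inhibition of lipid droplet signal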
ER stress rescue: protection against thapsigargin-triggered cell killing – 384-well, CSM14.1, ATP luminescence, primary screen (AID 1222) | CSM14.1 thapsigargin-induced death rescue, ATP luminescence; higher % means a stronger effect | 190,000 tested, under 10 active | cellular ATP content (survival), % at 20 µM; hits with a dose series show EC50 in µM;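 active means EC50 below 50 µM in the dose-response confirmation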;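 further: death triggered by thapsigargin at about 15 µM added after 2 h compound pretreatment; cell ATP read after overnight thapsigargin exposure of roughly 18 to 22 hours; normalized against plate controls of thapsigargin alone and 5% DMSO vehicle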
MT stabilizer: microtubule stabilizers in HeLa cells; HeLa tubulin immunostaining HCS, 24 h; share of cells brighter than vehicle mean+2SD; % tubulin-high responders, % at 10 µM; 0.83% of 200,000 active; AID 2205;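 active means plate Z-score above 3 for both tubulin-high and condensed-nucleus cell shares, with cell loss under 80%, at 10 µM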;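 further: anti alpha tubulin signal scored within the nucleus-defined area of each cell; some results filed as inactive read as strong as hits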
Dynein transport: dynein cargo transport inhibition; 3617.4 mouse cells, GR-EGFP nuclear translocation imaging; test concentration mostly 20 µM; stimulated with dexamethasone, 1 µM; hits give low values; 0.47% of 220,000 active; z-score, hits read low;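 active means plate z-score of nuclear minus cytoplasmic receptor signal below a set negative limit, without overly bright fluorescence or cell loss, cut at about -3.5 in these data, passing the limit was not always enough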;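 further: z-score of nuclear minus cytoplasmic ring GR-EGFP intensity difference per well; some compounds called inactive have numbers as strong as hits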
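medium = tetracycline-free induction medium containing charcoal-stripped FBS | also added = 1.0 µM final dexamethasone stimulus | schedule = 48 h induction, 1 h compound, 30 min dex at 37 °C | technique = fixed, Hoechst-stained cells imaged at 10x for EGFP | measure = GR-EGFP nuclear translocation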
Ins promoter up: MIN6 insulin promoter up-regulation; MIN6 insulin promoter-GFP reporter, high-content imaging; hits give high values; z-score at 5 µM; 0.3% of 190,000 active;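 active means z-score above 3 at 5 µM with at least 500 cells counted in the well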
Yfh1-off respiration: enhancers of respiration in Yfh1-depleted yeast, dose response, Friedreich's ataxia, plus single-dose screen (AID 1465). S. cerevisiae Yfh1-off respiration, WST-1 reduction, 72 h; higher fold induction means a stronger effect. fold induction at 50 µM; hits with a dose series show EC50 in µM. 0.074% of 220,000 active;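 active means fold induction of absorbance versus untreated yeast above a set limit, then at least 30% activation at any dose in follow-up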;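 further: activators that raise dye reduction in frataxin-depleted yeast; strong numbers were not always called active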
Autophagy mod: modulators of autophagy; MEF GFP-LC3 puncta imaging; test concentration mostly 10 µM; calls only at 10 µM (by protocol); 0.98% of 190,000 active;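 active means percentage of spot-positive cells more than 3 SD above its plate mean, without a fluorescence outlier flag or 80% toxicity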;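 further: spot-positive cell cutoff set from DMSO-treated cells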
M17LAP inhibition: P. falciparum M17LAP inhibitors, primary screen, biochemical, fluorogenic H-Leu-NHMec substrate, 1536-well (AID 1619); recombinant M17LAP, H-Leu-NHMec fluorogenic kinetic assay; higher % means a stronger effect; inhibition, % at 30 µM, or IC50 in µM where a hit was titrated; 0.38% of 220,000 active;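 active means compound inhibiting the enzyme by more than half at any dose during confirmatory dose-response retesting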;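 further: plate controls were full reaction with DMSO carrier for no effect and no enzyme background for full effect; strong numbers were not always called active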
Dynein transport cytoplasmic EGFP: further read-out of Dynein transport, marked with its call; z-score; measured here: cytoplasmic GR-EGFP intensity; hits give high values
Dynein transport nuclear GR-EGFP: second read-out of Dynein transport, no call of its own (marks repeat the call); z-score; measured here: nuclear GR-EGFP intensity;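 lower value marks the stronger effect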
Dynein transport cell count: recorded beside Dynein transport, whose call it bears; z-score; measured here: cell count per field
Ins promoter up cell count: also measured in Ins promoter up; calls as there; cell count; measured here: cytotoxicity, nuclei count;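 total cells summed across four imaged fields per well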
Lipid droplet cells 6.5 µM: second read-out of Lipid droplet, no call of its own (marks repeat the call); cell count; measured here: cell count, cytotoxicity flag;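 cells counted across two imaged fields per well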
MT stabilizer Hoechst-high %: recorded beside MT stabilizer, whose call it bears; % Hoechst-high responders; measured here: nuclear condensation Hoechst responders;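 share of cells brighter than vehicle mean plus two SD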
MT stabilizer cytotoxicity %: also measured in MT stabilizer; calls as there; toxicity, %; measured here: cytotoxicity by cell density;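 0% = mean cell density of plate MIN control wells and 100% = no cells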
Autophagy mod cell loss 18 h: further read-out of Autophagy mod, marked with its call; toxicity, %; measured here: cell loss, nuclei count;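 cell loss after 18 h compound exposure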
Numbers without * were called inactive; i = inactive; · = no result given; + = active, no number. Not a hit list; about 3.5% have a hit in one of these screens.

SMILES	P. falciparum M1AAP	Lipid droplet	Lipid droplet cells 6.5 µM	ER stress rescue	MT stabilizer	MT stabilizer Hoechst-high %	MT stabilizer cytotoxicity %	Dynein transport	Dynein transport cytoplasmic EGFP	Dynein transport nuclear GR-EGFP	Dynein transport cell count	Ins promoter up	Ins promoter up cell count	Yfh1-off respiration	Autophagy mod	Autophagy mod cell loss 18 h	M17LAP inhibition
CCC(=O)NCCc1cc2cc(C)c(C)cc2[nH]c1=O	-3.1%	·	·	-1.1%	3.3	3.6	6.8	-0.417	-0.298	-0.156	0.384	1.02	1604	·	i	5.0	3.5%
CCC(=O)N1CCN(c2ccc(NC(=S)NC(=O)C(C)C)cc2)CC1	1.1%	-14.1	699	1.1%	2.3	1.3	4.1	0.279	-0.3	0.344	0.474	-0.19	1293	i	+	9.0*	4.0%
CCC(CC)NC(=O)Nc1ccc(F)cc1F	1.3%	-6.4	701	0.8%	4.5	0.8	9.2	1.86	-0.126	1.41	-0.956	0.4	1466	i	i	32.2	-3.5%
CNc1nc2[nH]c(=O)c3c(c2s1)OC(N)=C(C#N)C3c1cccc(F)c1 (centres undefined)	13.9%	·	·	-1.5%	1.9	1.8	6.8	0.245	-0.193	0.795	0.114	0.16	1294	·	i	-16.5	10.4%
CCc1ccc(NC2=NCC(=O)N2Cc2ccc3c(c2)OCO3)cc1	6.1%	6.2	811	0.2%	1.8	2.0	11.1	0.0765	-0.237	0.306	1.07	-0.44	1225	i	i	5.9	12.7%
Cc1ccc2cc(/C=N/Nc3nc4ccccc4[nH]3)c(Cl)nc2c1	-4.2%	-12.4	629	-6.0%	2.4	2.5	6.6	-0.577	-0.155	-0.395	0.27	-0.02	1412	i	i	11.5	20.1%
CCCn1c(=O)c(C(=O)Nc2ccccc2)c(O)c2ccccc21	-0.5%	·	·	-5.4%	3.3	1.1	2.3	0.0297	-0.244	-0.163	0.482	·	·	i	i	0.1	3.8%
Cc1ccc(S(=O)(=O)N(C)CC(=O)OCC(=O)NC(c2ccccc2)c2ccccc2)cc1	6.0%	-4.8	537	-1.4%	1.1	3.0	2.7	-0.951	-0.224	-0.76	1.02	0.19	1246	i	i	-19.0	11.4%
COc1ccc(C(Nc2cccc([N+](=O)[O-])c2)P(=O)(OC(C)C)OC(C)C)cc1 (centres undefined)	5.6%	-1.4	727	·	·	·	·	0.553	-0.224	0.245	-0.418	0.24	1135	i	·	·	-1.9%
COc1ccc(NC(=O)C2CCCCN2N)cc1OCC(C)C (centres undefined)	22.9%	1.8	770	4.8%	2.3	1.2	12.0	1.04	0.0914	0.409	0.217	-0.85	982	i	i	-0.6	15.0%
NS(=O)(=O)c1ccccc1	-6.8%	14.1	708	·	·	·	·	-0.596	-0.25	0.162	-0.176	-0.42	1116	i	·	·	1.7%
CC(C)C(=O)N1CCN(c2ccc([N+](=O)[O-])c(NC(C)c3ccccc3)c2)CC1 (centres undefined)	11.4%	-40.5	592	2.9%	2.4	1.8	10.4	-0.395	-0.175	-0.134	0.602	·	·	i	i	-7.0	11.8%
CC(C)c1nc(-c2ccc([N+](=O)[O-])cc2)cs1	2.0%	5.2	695	-2.2%	2.2	2.3	1.5	1.6	-0.234	0.718	-0.973	0.81	1260	i	i	-2.1	-5.9%
O=C(c1ccccc1)c1cc(-c2ccccc2)on1	0.4%	-4.9	705	1.9%	2.7	2.2	8.5	-1.14	-0.253	-0.746	1.03	0.69	1321	i	i	25.8	-7.1%
Cc1ccc(-n2cc(CNCCCN3CCCC3=O)c(-c3ccc(F)cc3)n2)cc1	2.4%	-17.0	664	-0.6%	3.3	3.4	7.5	0.541	-0.0274	0.485	-1.29	-0.21	1325	i	i	12.7	-3.8%
COc1ccc(NC(=O)c2ccc3c(=O)n(-c4ccc(OC)cc4OC)c(=S)[nH]c3c2)c(OC)c1	1.0%	14.4	684	-1.2%	4.3	2.3	8.1	-0.497	-0.0892	-0.457	0.628	-0.04	1345	i	i	-12.6	-6.1%
Cc1ccc(CC2S/C(=N/c3ccccn3)NC2=O)cc1 (centres undefined)	10.9%	-2.4	808	3.0%	1.1	1.5	5.3	-1.98	2.31	-0.723	0.245	0.54	801	i	i	-6.3	-6.3%
CC1(C)CC(=O)C(N=Nc2cc3c(cc2[N+](=O)[O-])OCCO3)=C(O)C1	6.4%	-28.3	659	0.8%	1.2	1.7	3.3	-0.236	-0.131	-0.0267	-0.315	0.7	1402	i	i	4.8	18.8%
COC(=O)c1cc(NS(=O)(=O)c2cccc(Cl)c2)ccc1N1CCOCC1	-0.1%	-36.6	783	·	·	·	·	1.09	-0.195	1.24	-0.939	0.14	1081	i	·	·	-9.1%
CCCCOC(=O)C1C2C=C[C@]3(CN(CCCOC)C(=O)[C@H]13)O2 (some centres undefined)	-0.4%	·	·	0.8%	2.5	3.6	20.0	0.933	-0.322	0.644	-0.428	0.63	1065	i	i	7.7	-1.1%
C=C(C)c1cccc(C(C)(C)NC(=O)NCc2cccnc2)c1	·	-6.9	694	-0.4%	3.0	1.1	7.8	-0.391	-0.336	-0.0152	1.35	0.4	1606	i	i	17.2	·
CSc1nn(-c2ccc(C(=O)OCC(=O)NC(=O)NC(C)C)cc2)c(=S)s1	7.8%	-14.4	586	-1.9%	5.3	3.2	10.0	2.89	-0.182	1.29	-1.8	0.57	1312	i	i	1.7	11.3%
CCn1ncc(/C=C/C(=O)Nc2c(C)nn(Cc3ccc(Cl)cc3Cl)c2C)c1C	4.4%	·	·	-0.1%	4.8	2.1	0.0	-0.0761	-0.198	0.498	1.25	-2.74	677	i	i	17.2	1.5%
COc1ccccc1/C=C\C=N\NC(=O)c1ccco1	20.3%	25.5	685	-1.4%	2.7	1.8	6.9	-0.855	-0.339	-0.143	0.873	0.22	1284	i	i	-14.8	18.6%
CC(C)N(C(=O)CSc1nnc(NC(=O)C2CCC2)s1)C(C)C	1.5%	-2.3	513	·	2.4	2.3	13.4	-0.64	-0.247	-0.062	0.264	0.49	945	i	i	5.1	-0.1%
COC(=O)c1cc(C)nc(Sc2ccccc2NC(C)=O)n1	0.6%	-14.4	738	·	·	·	·	1.14	-0.297	0.44	0.0123	0.39	1119	i	·	·	-0.9%
COC(=O)c1c(NC(=O)COC(=O)CNC(=O)C2CCCCC2)sc(C)c1C	7.5%	8.1	665	-6.8%	4.4	3.5	6.1	-0.305	-0.327	-0.396	0.834	0.04	1387	i	i	-11.4	6.3%
COc1ccc(C(=O)Cc2ccc(OC)c(OC)c2)cc1	4.0%	-3.5	788	0.6%	2.1	2.6	6.4	-1.06	-0.127	-0.379	0.499	0.13	827	i	i	4.9	5.7%
Cc1ccnc(N2CCC(C(=O)Nc3ccc4c(c3)OCO4)CC2)n1	-1.3%	9.4	707	0.2%	1.9	2.9	9.5	-0.386	-0.129	0.319	0.558	-0.51	1288	i	i	-9.5	-8.5%
N#Cc1ccc(S(=O)(=O)N2CCCN(c3nc4ccc(Cl)cc4s3)CC2)cc1	5.9%	-13.2	673	·	·	·	·	0.204	-0.178	0.0864	0.201	-0.84	1564	i	·	·	1.2%
CN(C)S(=O)(=O)c1ccc(NCC2COc3ccccc3O2)c([N+](=O)[O-])c1 (centres undefined)	5.0%	-14.6	617	3.9%	3.8	2.8	7.1	0.827	-0.228	0.761	-1.43	0.38	1551	i	i	-7.7	1.2%
Cn1nnnc1SCc1c(F)cccc1F	-1.0%	1.7	741	5.1%	5.8	2.4	3.8	-0.422	-0.206	0.118	0.286	0.14	1127	i	i	-5.2	1.6%
COc1ccccc1/C=C/C(=O)OCC(=O)NNC(=O)c1ccccc1	6.5%	-2.3	721	-0.5%	2.0	2.6	8.4	-0.912	-0.0974	-0.737	0.918	-0.03	1438	i	i	38.3	-25.0%
Cc1nc(Oc2ccc(Cl)cc2)c2oc3ccccc3c2n1	2.8%	·	·	-0.7%	3.9	2.0	9.1	1.42	-0.191	-0.486	-0.324	1.09	1671	i	i	6.7	2.1%
CC(C)[C@H](NC(N)=O)C(=O)NCCc1ccc(Cl)cc1Cl	2.8%	5.0	677	6.3%	3.5	3.0	8.5	-0.0834	-0.296	-0.0722	0.0797	-0.88	1294	i	i	-14.8	3.6%
CC(=O)Nc1ccc(NC(=O)/C=C/c2cccc(C(F)(F)F)c2)cc1	3.5%	2.7	654	-2.8%	1.2	2.0	4.9	-0.359	-0.327	-0.479	0.982	-0.21	1406	i	i	-2.2	13.3%
N#CC(C#N)=c1ccc2c(c1)NC1(CCCCC1)N=2	4.9%	·	·	-2.0%	6.8	2.7	6.7	-1.66	-0.0766	-0.38	0.499	-0.59	1402	i	i	8.1	-0.7%
Cc1cc(-c2cccnc2)c(C#N)c(SCC#N)n1	0.0%	-3.8	814	-1.4%	2.4	1.5	1.7	0.436	-0.122	0.206	-0.281	1.49	1326	i	i	-4.7	-9.1%
OC1C[N+]2(CCCCC2)C1	3.6%	-14.3	722	·	2.3	1.9	8.8	-0.384	-0.258	-0.00156	0.798	0.06	1239	i	i	-2.2	-6.1%
CCCc1cc(C(=O)Nc2ccn(Cc3ccc(C)cc3)n2)no1	5.5%	15.7	750	·	·	·	·	1.43	-0.222	1.24	-0.751	0.26	1060	i	·	·	18.5%
